# Compound activity as filed in PubChem.
# Pemphigus Ab inh = inhibitors of pemphigus antibody binding to human desmoglein-3 | P32926 | DSG3-coupled beads, scFv-anti-DSG3-GFP binding, flow cytometry; active compounds read low | binding (percent of control), % at 10 µM | hit rate 0.48% among 310,000;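 active = binding more than 3 SD below its plate's average and above zero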;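 note: hits lower antibody fragment binding to DSG3; some compounds called inactive have numbers as strong as hits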
# Target sequence (P32926 whole entry, looked up, the tested form may be a part): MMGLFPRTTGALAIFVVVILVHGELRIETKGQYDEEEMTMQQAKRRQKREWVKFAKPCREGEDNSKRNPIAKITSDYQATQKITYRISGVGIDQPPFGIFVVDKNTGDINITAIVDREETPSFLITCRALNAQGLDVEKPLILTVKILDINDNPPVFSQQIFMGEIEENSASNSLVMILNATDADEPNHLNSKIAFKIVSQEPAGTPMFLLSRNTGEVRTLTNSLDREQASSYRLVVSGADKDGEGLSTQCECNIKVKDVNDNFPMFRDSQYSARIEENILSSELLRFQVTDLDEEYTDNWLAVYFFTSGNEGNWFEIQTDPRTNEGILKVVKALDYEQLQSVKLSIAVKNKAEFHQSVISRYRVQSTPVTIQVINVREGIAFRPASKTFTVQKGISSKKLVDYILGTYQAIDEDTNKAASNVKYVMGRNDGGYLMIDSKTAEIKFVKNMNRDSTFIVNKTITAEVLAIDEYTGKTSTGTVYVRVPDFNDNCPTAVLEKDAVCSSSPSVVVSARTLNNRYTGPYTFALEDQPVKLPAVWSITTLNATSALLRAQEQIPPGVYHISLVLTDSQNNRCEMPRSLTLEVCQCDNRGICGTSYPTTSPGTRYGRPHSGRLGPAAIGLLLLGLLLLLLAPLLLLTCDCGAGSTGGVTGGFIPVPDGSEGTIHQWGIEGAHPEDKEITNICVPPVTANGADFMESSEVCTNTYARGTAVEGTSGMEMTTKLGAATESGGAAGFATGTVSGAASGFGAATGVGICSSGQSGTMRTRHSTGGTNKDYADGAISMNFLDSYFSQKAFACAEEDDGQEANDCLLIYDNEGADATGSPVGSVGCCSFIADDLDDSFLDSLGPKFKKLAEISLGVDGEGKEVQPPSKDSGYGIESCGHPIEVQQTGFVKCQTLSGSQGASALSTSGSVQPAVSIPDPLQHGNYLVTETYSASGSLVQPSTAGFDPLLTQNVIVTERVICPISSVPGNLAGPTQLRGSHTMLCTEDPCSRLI
# PfHsp90 yeast 2 = growth inhibition of yeast expressing Plasmodium Hsp90; S. cerevisiae expressing PfHsp90, BacTiter-Glo ATP, 48 h; yeast lacking PDR1 and PDR3 efflux regulators; inhibition, % at 9.4 µM; hit rate 0.32% among 310,000;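 active = every replicate shows inhibition above about 80%, whatever the replicate mean, limit read from the data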;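 note: 0% = DMSO neutral controls and 100% = 20 µM radicicol positive controls; yeast relying on Plasmodium falciparum Hsp90 in place of its own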
# Tat export inh = blocks Tat-dependent protein export in E. coli. E. coli MC4100 TorA-mCherry Tat export, fluorescence. inhibition, % at 10 µM. hit rate 0.036% among 340,000. AID 488895;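 active = mean replicate inhibition at least 50% and at least half of replicates individually reaching 50%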;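 note: exported cargo escapes ClpAP degradation while cytoplasmic cargo is degraded and loses fluorescence; 0% = median of neutral control wells and 100% = median of NaSCN control wells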
# MOR-DOR inv ag = inverse agonists of human mu-delta opioid receptor heterodimerization; inhibition, % at 9.3 µM; P35372+P41143; cell-based MOR-DOR heterodimer luminescence, inverse agonism; hit rate 0.21% among 340,000; in the data active = inhibition above about 22%, passing the limit was not always enough;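 note: 0% = cells with DMSO and 100% = wells without cells with DMSO; values of inactives mirror those of a sister screen read the other way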
# Mot1-301 SUMO = inhibitors of SUMOylation pathway: yeast Mot1-301 growth rescue. S. cerevisiae Mot1-301 growth rescue, ATP luminescence, 38.5C; percent above DMSO median, 100 means doubled. growth rescue, % at 18.8 µM. hit rate 1% among 320,000. AID 2716;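 active = every valid replicate shows activation above 250% relative to neutral control wells; inactive = the rest, any valid replicate at or below 250%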;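 note: OY570 slx delta 5 strain wells were the positive control but not used for scaling; some compounds called inactive have numbers as strong as hits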
# Arrestin-AP2 inh = human beta-arrestin and AP2 interaction inhibition | FITC-arrestin peptide / GST-AP2 beads, flow cytometry; AP2 beta2 appendage carries R879A mutation | inhibition, % at 10 µM | hit rate 0.31% among 340,000;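 active = inhibition above a set limit, near 3 SD of compounds lacking own fluorescence, cut at about 54% in these data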;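 note: plate controls were DMSO wells for no effect and 5 µM unlabelled arrestin peptide for full effect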
#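 Test system: GST-tagged AP2 beta2-adaptin appendage (R879A) on 4 µm glutathione beads; also added: fluorescein-tagged arrestin peptide at 50 nM final; timing: 12 min plus 1 h, RT; signal: flow cytometry, FL1 (488/535 nm); read-out: percent drop in bead-associated FITC signal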
# OPRM1-OPRD1 ag = OPRM1-OPRD1 heterodimerization agonism; P35372+P41143; cells, luminescence; activation, % at 9.3 µM; hit rate 0.3% among 340,000; in the data active = activation above about 18%;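 note: 0% = vehicle-treated cells and 100% = reference agonist; values of inactives mirror those of a sister screen read the other way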
# PKA-R1A act = PKA-R1A complex activation. hit rate 0.083% among 340,000. PKA-R1A dissociation, Cy5-IP20 fluorescence polarization; scaled: DMSO 0%, 113 µM cGMP 100%. activation, % at 11.4 µM;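 active = percent activation above the mean of all tested compounds plus 3 SD, cut at about 19% in these data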;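 note: higher means more PKAc released from R1A so a rise in polarization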
# AddAB inh = less growth of phage-infected E. coli with AddAB; hit rate 0.29% among 330,000; inhibition, % at 11.9 µM; AID 435030; E. coli expressing H. pylori AddAB, absorbance growth; in the data active = inhibition above about 12%;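 note: 0% = vehicle wells of infected cells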
# phage Ecoli inh = E. coli growth loss with phage present | growth absorbance | inhibition, % at 11.9 µM | hit rate 0.26% among 360,000 | AID 651602; in the data active = inhibition above about 11%
# E coli growth = reduces bacterial viability in AddAB counter-screen | inhibition, % at 11.9 µM | hit rate 0.27% among 330,000 | E. coli V3065 growth, OD600 absorbance, 18 h | AID 449728;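 active = inhibition above the campaign's mean inhibition across all tested compounds plus 3 SD, cut at about 9.9% in these data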;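 note: uninfected addAB+ strain grown without phage in ampicillin broth; 0% = DMSO wells and 100% = ciprofloxacin 0.95 µg/ml wells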
# Numbers without * were called inactive; nt = not tested or not shown; + = active, no number.
No. | Structure | E coli growth | Arrestin-AP2 inh | Mot1-301 SUMO | PfHsp90 yeast 2 | phage Ecoli inh | AddAB inh | Tat export inh | PKA-R1A act | Pemphigus Ab inh | OPRM1-OPRD1 ag | MOR-DOR inv ag
1 | Cn1c(=O)c2c(nc(NCc3ccccc3)n2C)n(C)c1=O | -0.3 | 10.3 | -5.6 | 63.5 | 1.1 | 2.1 | -4.8 | 3.3 | nt | -1.3 | 6.9
2 | CN(C)C(=O)COC(=O)[C@H](Cc1ccccc1)NC(=O)c1ccco1 | -2.0 | 2.1 | -21.5 | -16.5 | 2.9 | 0.3 | 3.3 | 3.7 | 124.2 | -1.2 | 6.7
3 | COc1ccc(CNC(=O)CCCn2c(SCC#N)nc3cc4c(cc3c2=O)OCO4)cc1 | 1.9 | -0.3 | -17.0 | -20.0 | 4.4 | 0.7 | -3.3 | -0.5 | 95.7 | -3.0 | 15.3
4 | COc1cccc(-c2cc(C(=O)NCC3CCCO3)on2)c1 (stereo not drawn) | -0.3 | -1.8 | 69.0 | -19.1 | 0.2 | 5.7 | 5.5 | -8.6 | 96.3 | -2.1 | 11.0
5 | C/C(=N\N=C(N)N)c1cc(Cl)ccc1Cl | -0.2 | -5.3 | -8.5 | 15.4 | 4.3 | -1.5 | 0.6 | -6.1 | 91.2 | -0.7 | 4.6
6 | O=C(CNC(=O)c1ccccc1)NCC(=O)OCC(=O)c1ccc(F)cc1 | 0.3 | -8.9 | -11.7 | -10.9 | 3.3 | 1.3 | -2.7 | -9.9 | 115.7 | -2.8 | 14.9
7 | COC(=O)c1ccc(C(NC(=O)c2cccnc2)NC(=O)c2cccnc2)cc1 | -1.0 | -72.8 | -1.8 | -6.4 | 2.4 | 0.0 | -4.0 | -2.3 | 99.2 | -0.4 | 2.1
8 | Cc1ccc(C)c(NC(=O)CN(C)C(=O)c2ccc(-c3ccc(Cl)cc3)o2)c1 | -1.1 | 47.5 | 1.2 | -12.7 | -1.6 | -0.5 | 0.0 | -1.8 | 98.9 | -0.3 | 1.8
9 | O=C(Cn1cc(C(=O)c2ccco2)c2ccccc21)NCc1ccco1 | -1.8 | -4.5 | -14.4 | -0.2 | 2.9 | 2.4 | 1.2 | -6.5 | nt | -0.6 | 3.5
10 | CCOC(=O)N1CCC(n2c(SCC(=O)N3CCC(C)CC3)nc3ccccc3c2=O)CC1 | -0.6 | -5.5 | nt | nt | 1.9 | 2.8 | 5.7 | 4.8 | 98.4 | -2.5 | 13.0
11 | CCOc1ccc(S(=O)(=O)NCc2ccccc2)cc1C(N)=O | 0.5 | 31.1 | -20.4 | 12.6 | 3.3 | 3.6 | -3.4 | 3.3 | 101.8 | -1.1 | 5.3
12 | CCc1nnc(NC(=O)CSc2nnc(C(C)NC(=O)c3ccccc3F)n2C)s1 (stereo not drawn) | -1.4 | -0.1 | 47.4 | -6.8 | 1.2 | 3.1 | 0.5 | 6.6 | 99.5 | -2.9 | 18.3
13 | Cc1ccc(C(=O)C(O)C(c2ccc(C)cc2)N2CCCCC2)cc1 (stereo not drawn) | -2.3 | -0.8 | 17.4 | 10.9 | 2.2 | 1.3 | -2.5 | 5.4 | 103.7 | 1.2 | -8.5
14 | CC(=O)c1ccc(NC(=O)C2CC2c2ccccc2)cc1 (stereo not drawn) | -0.8 | -8.3 | 1.5 | 8.9 | 3.2 | 0.6 | 3.1 | -5.6 | nt | -2.4 | 11.9
15 | O=C(Nc1ccc(S(=O)(=O)N2CCCC2)cc1)c1ccc(Cl)nc1 | 3.1 | -14.2 | -0.6 | -23.2 | 5.2 | 1.0 | 2.4 | -2.2 | 102.0 | -0.9 | 6.2
16 | CCC(=O)Nc1c(OC(=O)CC)ccc2c(C)cc(=O)oc12 | -3.9 | 3.0 | 6.7 | -1.0 | 2.3 | 0.2 | 4.0 | -8.9 | nt | -1.5 | 8.1
17 | CC1CCN(C(=O)C2CCN(S(=O)(=O)c3cccc4nonc34)CC2)CC1 | 1.2 | 1.0 | 12.2 | 16.9 | -0.5 | 3.0 | 1.0 | 5.5 | 103.5 | 1.2 | -6.8
18 | CCOC(=O)C1=C(C)NC(=O)C(C#N)C1c1ccco1 (stereo not drawn) | -0.8 | 1.9 | 7.9 | 15.4 | 0.4 | -1.9 | 3.4 | -2.1 | 97.1 | -2.2 | 11.6
19 | C=CC[C@H](CC(=O)N(CCO)Cc1ccccc1)C(=O)NCCOC(=O)[C@@H](CC=C)Cc1ccc(F)cc1 | -2.6 | 0.3 | -6.4 | 13.1 | -3.2 | -0.4 | 5.8 | 0.1 | 102.6 | -0.5 | 3.1
20 | CCOc1ccc(NC(=O)C2CC(=O)N3CCCN=C3S2)cc1 (stereo not drawn) | -0.6 | 1.2 | + | -20.8 | 2.4 | -0.5 | -5.5 | -4.0 | 103.0 | -2.2 | 10.8
21 | O=C(CCNC(=O)c1ccccc1Cl)NCCCSc1ccccc1 | -0.2 | -1.3 | 1.6 | 5.2 | 2.4 | 0.6 | -9.8 | -9.1 | nt | -1.9 | 7.4

# Filtered by structure, the compounds so far containing a halogen (7)
No. | Structure | E coli growth | Arrestin-AP2 inh | Mot1-301 SUMO | PfHsp90 yeast 2 | phage Ecoli inh | AddAB inh | Tat export inh | PKA-R1A act | Pemphigus Ab inh | OPRM1-OPRD1 ag | MOR-DOR inv ag
5 | C/C(=N\N=C(N)N)c1cc(Cl)ccc1Cl | -0.2 | -5.3 | -8.5 | 15.4 | 4.3 | -1.5 | 0.6 | -6.1 | 91.2 | -0.7 | 4.6
6 | O=C(CNC(=O)c1ccccc1)NCC(=O)OCC(=O)c1ccc(F)cc1 | 0.3 | -8.9 | -11.7 | -10.9 | 3.3 | 1.3 | -2.7 | -9.9 | 115.7 | -2.8 | 14.9
8 | Cc1ccc(C)c(NC(=O)CN(C)C(=O)c2ccc(-c3ccc(Cl)cc3)o2)c1 | -1.1 | 47.5 | 1.2 | -12.7 | -1.6 | -0.5 | 0.0 | -1.8 | 98.9 | -0.3 | 1.8
12 | CCc1nnc(NC(=O)CSc2nnc(C(C)NC(=O)c3ccccc3F)n2C)s1 (stereo not drawn) | -1.4 | -0.1 | 47.4 | -6.8 | 1.2 | 3.1 | 0.5 | 6.6 | 99.5 | -2.9 | 18.3
15 | O=C(Nc1ccc(S(=O)(=O)N2CCCC2)cc1)c1ccc(Cl)nc1 | 3.1 | -14.2 | -0.6 | -23.2 | 5.2 | 1.0 | 2.4 | -2.2 | 102.0 | -0.9 | 6.2
19 | C=CC[C@H](CC(=O)N(CCO)Cc1ccccc1)C(=O)NCCOC(=O)[C@@H](CC=C)Cc1ccc(F)cc1 | -2.6 | 0.3 | -6.4 | 13.1 | -3.2 | -0.4 | 5.8 | 0.1 | 102.6 | -0.5 | 3.1
21 | O=C(CCNC(=O)c1ccccc1Cl)NCCCSc1ccccc1 | -0.2 | -1.3 | 1.6 | 5.2 | 2.4 | 0.6 | -9.8 | -9.1 | nt | -1.9 | 7.4
